# High-throughput results from PubChem BioAssay.
# Granule exo inh: LAMP-1 surface exposure blockers, TALL-104 cells – cell-based, flow cytometry, MLPCN library, primary screen; TALL-104 LAMP-1 surface exposure; cells stimulated with thapsigargin and PMA; inhibition, % at 10 µM; 0.66% of 360,000 active; AID 651702, 2012;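 active = inhibition above about 55%, limit read from the data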
# NR2E3 ag-1: NR2E3 agonists in two-hybrid cells, primary screen, cell-based, luminescence, CHO-S, Gal4-NCOR/VP16-NR2E3 | AID 602229, 2012 | inhibition of corepressor binding, % at 3.98 µM | luciferase | 0.35% of 360,000 active;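 active = inhibition above the mean of all tested compounds plus 3 SD, cut at about 70% in these data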;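 note: 0% = DMSO with NR2E3 transfected cells and 100% = cells lacking NR2E3 construct; higher means lower luciferase signal from less NR2E3 corepressor binding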
# Target sequence (Q9Y5X4 whole entry, looked up, the tested form may be a part): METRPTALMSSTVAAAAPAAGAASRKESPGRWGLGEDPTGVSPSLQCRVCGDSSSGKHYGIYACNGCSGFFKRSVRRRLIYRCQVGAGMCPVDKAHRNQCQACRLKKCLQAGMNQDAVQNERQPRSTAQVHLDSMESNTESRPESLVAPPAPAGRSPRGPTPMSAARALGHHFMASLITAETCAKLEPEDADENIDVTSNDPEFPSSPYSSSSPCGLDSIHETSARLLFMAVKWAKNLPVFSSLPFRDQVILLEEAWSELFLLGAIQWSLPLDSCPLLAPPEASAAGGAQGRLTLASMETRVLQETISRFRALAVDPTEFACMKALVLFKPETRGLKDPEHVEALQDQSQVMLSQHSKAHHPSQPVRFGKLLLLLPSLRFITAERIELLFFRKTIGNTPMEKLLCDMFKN
# Vif imaging: HIV Vif self-association inhibitors, primary screen, imaging, HEK293T, single point. HEK293T cells, Vif self-association by quenched fluorescence, 24 h. inhibition, % at 7.49 µM. 0.35% of 340,000 active. AID 602346, 2012; in the data active = inhibition above about 50%, passing the limit was not always enough; note: some results filed as inactive read as strong as hits
# PDI turbidity: inhibitors of human PDI, primary screen, biochemical, turbidity, single point, plate reader. Protein disulfide-isomerase (Homo sapiens), P07237. PDI insulin aggregation turbidity, A650, 90 min. inhibition, % at 10 µM. 0.052% of 350,000 active;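 active = mean inhibition across replicates of 30% or more, whatever share of single replicates reach that level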;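 note: absorbance from insulin aggregation driven by PDI reduction with DTT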
# Target sequence (P07237 whole entry, looked up): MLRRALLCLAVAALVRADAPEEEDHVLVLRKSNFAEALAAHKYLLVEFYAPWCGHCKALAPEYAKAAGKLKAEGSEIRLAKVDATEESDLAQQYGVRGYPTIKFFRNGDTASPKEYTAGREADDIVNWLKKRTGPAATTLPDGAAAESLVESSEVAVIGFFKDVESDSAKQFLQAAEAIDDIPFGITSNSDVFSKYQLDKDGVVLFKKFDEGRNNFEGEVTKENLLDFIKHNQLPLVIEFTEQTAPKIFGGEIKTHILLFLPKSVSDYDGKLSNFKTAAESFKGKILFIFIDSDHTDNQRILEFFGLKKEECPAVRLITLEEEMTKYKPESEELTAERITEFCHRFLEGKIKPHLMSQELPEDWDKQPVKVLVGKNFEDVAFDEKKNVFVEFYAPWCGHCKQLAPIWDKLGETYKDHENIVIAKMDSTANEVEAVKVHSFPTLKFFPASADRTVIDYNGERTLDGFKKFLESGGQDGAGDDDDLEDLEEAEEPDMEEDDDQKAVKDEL
# NR2E3 ag-2: inhibitors of NR2E3-RetCOR corepressor binding, primary screen, NR2E3 agonist project, biochemical, TR-FRET, GST-NR2E3, biotin-RetCOR | Photoreceptor-specific nuclear receptor (Homo sapiens), Q9Y5X4 | 1536-well | inhibition of corepressor binding, % at 4.78 µM | 0.12% of 320,000 active | AID 2300, 2010;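 active = percent inhibition above the cutoff of mean plus 3 SD of all tested compounds, set per screening campaign, cut at about 20% in these data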;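 note: 0% = DMSO wells and 100% = biotin wells as full block of FRET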
#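 Material – GST-tagged NR2E3 plus biotinylated RetCOR corepressor · Quantity – NR2E3 fusion 1.35 nM · Times – 5 h incubation at 4 °C · Medium – pH 7.5 Tris-based buffer · Technique – TR-FRET, Eu(K)-anti-GST donor, streptavidin-D2 acceptor, ex 340, em 617/671 nm · Benchmarks – high control biotin, low control 0.6% DMSO · Format – 1536-well plates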
# Peg3 prom inh: Peg3 promoter-driven luciferase inhibitors, primary screen, cell-based, HeLa, luciferase luminescence. HeLa PEG-Prom luciferase reporter, overnight. inhibition, % at 20 µM. 1.7% of 360,000 active. AID 588405, 2011;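 active = inhibition of at least 50% at 20 µM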
# iPSC survival up: enhancers of single-cell hiPSC survival, primary screen, ATPlite luminescence; 100% = ROCK inhibitor wells, 0% = DMSO; survival enhancement, % at 20 µM; 0.044% of 360,000 active; AID 602274, 2012; in the data active = survival enhancement above about 18%;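 note: cells exposed to compounds for 16 hours before the ATP read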
# aDG glyco act: activators of alpha-DG glycosylation, primary screen, uHTS, Pro5-aDG cells, AlphaScreen; alpha-DG glycosylation AlphaScreen (IIH6); 0% Pro5, 100% B10-LARGE cell signal; activation, % at 10 µM; 0.22% of 360,000 active;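 active = activation of at least 8% versus controls, or a plate z-score of at least 8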;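 note: Pro5 are CHO cells carrying HIG-tagged alpha-DG that lacks glycosylation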
# CaV13 ICDI inh: Primary screen for inhibitors of IQ motif and Ca2+-dependent inactivation inhibitor domain binding in CACNA1D, Förster resonance energy transfer in living cells, … | HEK cells, CFP/YFP FRET ICDI-IQ, plate reader, 10 min; percent FRET-ratio fall versus neutral wells | 0.098% of 340,000 active | inhibition, % at 12.3 µM;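 active = mean replicate inhibition of at least 30% and at least 1% of replicates passing that level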;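 note: 0% = median of the neutral control wells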
# HIF-2a inh: HIF-2a reporter inhibitors, primary screen, luminescence, 786-0 RCC cells. 0.72% of 360,000 active. inhibition, % at 18.8 µM. AID 624352, 2012. 786-0 RCC cells HIF-2a reporter, luciferase luminescence, overnight;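 active = inhibition of the luminescence signal of 40% or more relative to plate controls, in a single-dose primary screen at 18.75 µM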
# TRPM1 prom inh: inhibitors of MITF-dependent TRPM1 promoter reporter, primary screen, cell-based, SK-MEL-5, single point, luciferase. SK-MEL-5 TRPM1 promoter luciferase, 24 h. inhibition, % at 12.5 µM. 0.83% of 330,000 active;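 active = mean inhibition across replicates of 60% or more, whatever share of single replicates reaches that level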; note: values of inactives mirror those of a sister screen read the other way
# * hit, by the source's call; i = inactive; . = no result given.
SMILES,Granule exo inh,NR2E3 ag-1,Vif imaging,PDI turbidity,NR2E3 ag-2,Peg3 prom inh,iPSC survival up,aDG glyco act,CaV13 ICDI inh,HIF-2a inh,TRPM1 prom inh
O=C(COC(=O)c1ccc(F)cc1)Nc1ccc2c(c1)OCO2,8,16,18,4,.,-34,2.2,-0.2,-16,-8,-10
CC(=O)Nc1ccc(C(=O)N/N=C/c2ccccc2OC(=O)c2ccc(Cl)cc2)cc1,0,-33,8,-10,-2,5,2.4,1.0,.,-28,3
CC1CCN(c2oc(-c3ccco3)nc2S(=O)(=O)c2ccccc2)CC1,0,6,6,21,0,4,-0.1,0.0,-11,15,4
COc1ccccc1N1CCN(Cc2cnc3ccc(Cl)cn23)CC1,-3,-3,-5,-3,.,19,-0.7,0.5,-4,20,7
CCOC(=O)N1CCN(C(=O)CSc2nc3c([nH]c4ccccc43)c(=O)n2C)CC1,1,-25,.,-2,5,-1,-0.4,0.2,-6,21,9
CCCCn1c(N)c(N(CC(C)C)C(=O)c2cccs2)c(=O)[nH]c1=O,-5,14,-10,8,-2,4,1.2,-0.1,-6,9,0
CCC(C)Nc1nnnc2c1sc1nc3c(cc12)COC(C)(C)C3 (stereo not given),-5,-19,12,-2,-2,-29,-0.2,-0.4,-3,-69,-24
Cc1ccc(-c2noc(CN(C(=O)c3ccc4c(c3)OCO4)C(C)C)n2)cc1,-6,2,-2,-1,4,7,0.0,0.0,-5,4,10
COc1ccc(OC(C)C(=O)N(C)Cc2nc(-c3ccccc3)no2)cc1 (stereo not given),15,-21,-5,-2,3,19,-0.3,0.1,-5,5,4
COc1cc(C(=O)N/N=C/c2sccc2C)cc(OC)c1OC,3,14,75*,2,.,-8,-0.8,0.5,-2,20,50
Cc1cccn2c(=O)c(C=O)c(Nc3ccc(S(N)(=O)=O)cc3)nc12,5,2,-11,-4,.,7,-0.6,-0.2,.,1,2
CCN(CC)CCCNC(=O)c1cn(-c2cccc(OC)c2)c(=O)c2ccccc12,-7,8,-3,12,-1,-8,0.1,0.0,-4,10,1
Cc1ccc(CSc2nnc(SCC(=O)N/N=C/c3ccc(C(=O)O)cc3)s2)cc1,6,-45,.,-8,-2,-16,-0.8,-0.1,9,-59,-5
O=C(OCC(=O)N1CCOCC1)c1ccc2[nH]c3c(c2c1)CCCC3,-1,4,-7,1,3,-22,2.7,-0.1,-6,-28,4
Cc1cccc(NC(=O)CSc2nnnn2-c2ccc3c(c2)OCCO3)n1,-12,19,16,7,0,-4,2.2,-1.0,-4,-7,-3
O=C(CC(=O)Nc1ccccc1C(F)(F)F)Nc1ccccc1C(F)(F)F,-1,6,.,1,-1,6,1.5,0.0,-14,10,-1
Cn1nc(C(C)(C)C)cc1C(=O)N1CCCCC1c1cc(C(=O)N2CCOCC2)no1 (stereo not given),-1,0,-5,1,.,5,-0.4,0.3,-3,-3,.
O=C(c1cccc(C(F)(F)F)c1)C1CCCN(Cc2cccn2-c2ncccn2)C1 (stereo not given),10,15,2,4,5,6,0.4,2.1,-5,7,15
Cc1ccc([C@H]2C[C@H](O)[C@@H](n3cc(COC(=O)c4ccccc4)nn3)CN2CC2CCCCC2)cc1,29,22,3,10,.,15,1.2,-0.2,-3,-9,.
CCOc1ccccc1NC(=O)c1nc(-c2ccccc2)oc1C,0,-31,-4,1,-3,20,-0.4,0.2,-4,21,5
Cc1nn(C)c(C(=O)N2CCOCC2)c1Cl,-5,-29,4,2,-4,14,2.1,-0.2,-16,16,7
Cc1nn(C(=O)N2CCCCC2)c(C)c1CN1C(=O)c2ccccc2C1=O,-2,3,-2,-4,4,19,3.2,0.2,.,14,-11
CCOC(=O)N1CCN(C(=O)CCSc2ccccc2)CC1,-2,-79,5,9,0,-164,-2.0,-0.1,-5,-166,-43
CCC(C)N1C(=O)CCC1C(=O)O (stereo not given),3,-19,1,5,1,-11,2.0,-0.1,-4,-13,2
O=C(NC(=S)Nc1ccc(CN2CCOCC2)cc1)c1ccco1,0,-41,-5,2,-3,-122,-0.5,0.0,17,-128,-36
Nc1nc(SCC(=O)N2CCCC2)[nH]c(=O)c1NC(=O)c1ccco1,-6,-15,-2,.,3,-8,-3.6,0.0,10,-13,.
CC1(C)NC(=O)N(CC(O)CN(c2cccc([N+](=O)[O-])c2)S(=O)(=O)c2ccccc2)C1=O (stereo not given),14,-15,-13,4,0,-4,0.3,-0.1,-5,5,-1
CC(C(=O)N1CCc2ccccc21)n1cccc1 (stereo not given),1,-6,-1,-3,3,15,-4.4,2.2,-5,4,8
Cc1sc(NC(=O)CN2CCOCC2)c(C#N)c1C,-14,-4,7,-1,1,5,-0.5,-0.1,-5,6,.
CC(C)C(=O)Nc1c(O)c2ccccc2[nH]c1=O,-1,-36,2,-4,-1,-2,3.1,0.1,-7,12,5
Cc1ccc(S(=O)(=O)N(C)CC(=O)Nc2cccc3c2CCCC3)cc1,0,3,-9,4,-7,9,4.4,0.2,.,20,7
CCN1CCN(C2=NC(=O)/C(=C/c3ccc(C)o3)S2)CC1,5,-24,15,-4,-4,-12,-0.6,-0.4,-4,-6,-20
COCCCNC(=O)C1CC(=O)N(CCc2ccc(F)cc2)C1 (stereo not given),1,14,-1,-1,-2,4,1.5,-0.1,-6,15,-4
O=C(Cn1nc(-c2ccc(Cl)cc2)ccc1=O)N1CCN(c2ccccc2)CC1,-4,18,8,17,-3,16,0.7,0.2,-11,23,-5
C/C(=N\NC(=O)c1ccccc1)C1C2C=CC(C2)C1(C)C (stereo not given),-5,-66,-2,13,1,-5,0.0,0.2,-7,-3,-16
CC(=O)N(C)N(C)c1cc(C)nc(N)n1,-3,-17,-4,-3,0,11,-0.2,-0.1,0,15,2
CCN(CC)C(=O)c1ccc2c3c(cccc13)C(=O)N(CCc1ccc(OC)c(OC)c1)C2=O,-1,17,-21,-8,-1,60*,-1.6,0.2,.,3,26
COc1ccc(N2CCN(C(=O)c3cc(C4CC4)nn3-c3ccccc3)CC2)cc1,2,-17,-8,-3,1,6,-0.5,-0.3,-5,-2,-1
CSc1ccc(C2NC(=O)c3c(sc4c3CCN(C)C4)N2)cc1 (stereo not given),8,-31,i,.,-5,-63,0.2,-0.1,0,-44,-1
Cc1ccc(C)c(NC(=O)CN(C)C(=O)c2cccc(Oc3ccccc3)c2)c1,9,0,-13,-4,.,-3,-0.4,0.0,-5,3,-2
COc1ccc(-c2noc(N3CCC(C(=O)Nc4cc(OC)c(OC)c(OC)c4)CC3)n2)cc1,2,-20,12,-10,0,-30,-0.6,0.1,-3,-11,-3
CNCCCOc1ccc(C)cc1Br,1,-15,-11,0,-3,-5,-0.6,5.0,-8,12,-1
COc1ccc(CC(=O)NNC(=O)c2cc(C)oc2C)cc1OC,0,-10,16,1,0,-17,0.3,-0.3,-16,9,-7
Cc1cc(NC(=O)C(C)SCC(=O)Nc2cc(C(F)(F)F)ccc2N2CCCCC2)no1 (stereo not given),-5,-18,-9,-2,-2,25,0.3,-0.2,-2,17,0
CCOC(=O)C1(C)CCCN1C(=O)c1ccc(N(C)C)cc1 (stereo not given),12,-4,-1,-16,.,8,9.9,-0.2,-10,2,.
Cc1ccccc1C(=O)OCC(=O)Nc1cccc(S(=O)(=O)N2CCCCC2)c1,-2,-1,-3,2,.,15,-0.4,0.0,-6,-5,.
Oc1ccccc1C=NCCN=Cc1ccccc1O,-2,-20,-5,1,0,16,-0.8,-0.1,-10,24,11
Cc1cccc(CS(=O)(=O)Cc2ccc(C(=O)NC3CCCCC3)o2)c1,0,12,6,7,2,3,-0.3,0.6,-3,16,-6
CS(=O)(=O)c1ccc(Cl)c(NC(=O)CSc2n[nH]c(-c3cccs3)n2)c1,1,-23,-4,-7,8,-10,1.3,-0.4,-5,-16,9
Cc1cc(=O)[nH]c(SCCOc2ccc3c(c2)CCC3)n1,-1,-16,-5,-5,4,-147,-0.8,0.1,.,-108,-34
CCCOc1ccccc1OCC(=O)Nc1cc(Cl)ccc1-n1cncn1,-3,19,2,11,-1,9,-0.5,-0.1,-6,18,15
COc1cccc(OC)c1/C=C/C(=O)NC1CCCCC1,-3,-21,1,-3,3,-4,-0.7,0.3,1,-26,-1
COc1ccc(C(CC(=O)N2CCOCC2)c2c(O)cc(OC)cc2OC)cc1 (stereo not given),-3,-28,0,11,3,-12,18,-0.3,-13,0,-2
Cn1nc(C(F)(F)F)c2cc(C(=O)O)sc21,-1,0,6,0,-4,4,0.5,0.2,3,4,-3
CSc1nc(S(=O)(=O)c2ccccc2)c(Cl)s1,-4,16,-2,1,1,11,-0.5,0.2,-16,4,0
CCOC(=O)C1=C(N)Oc2ccc3ccccc3c2C1c1cccc(O)c1 (stereo not given),1,-17,-4,-2,4,19,-0.4,0.3,-20,30,9
COc1ccc(Nc2nc(N)nc(CSc3nc(C)cc(C)n3)n2)cc1,0,12,.,-14,0,-7,2.9,1.1,-3,0,-2
CCOC(=O)C(C)n1cnc2c(nnn2Cc2ccc(C)cc2)c1=O (stereo not given),-2,2,-8,5,6,-1,-0.3,0.2,-6,-11,-4
O=S(=O)(NCC(c1ccco1)N1CCCCC1)c1cccc(C(F)(F)F)c1 (stereo not given),0,-8,0,3,-7,1,-0.5,0.6,-5,-13,1
O=C(CCC(=O)Nc1ccccc1)NNC(=O)c1ccccc1Cl,0,-9,-3,0,3,2,0.0,-0.3,-20,-4,-1

# Entries of single compounds, quoted from the list. Order of screens: Granule exo inh | NR2E3 ag-1 | Vif imaging | PDI turbidity | NR2E3 ag-2 | Peg3 prom inh | iPSC survival up | aDG glyco act | CaV13 ICDI inh | HIF-2a inh | TRPM1 prom inh
# Profile of CCOC(=O)C1=C(N)Oc2ccc3ccccc3c2C1c1cccc(O)c1 (stereo not given) : 1 | -17 | -4 | -2 | 4 | 19 | -0.4 | 0.3 | -20 | 30 | 9
# Profile of COc1ccc(C(CC(=O)N2CCOCC2)c2c(O)cc(OC)cc2OC)cc1 (stereo not given) : -3 | -28 | 0 | 11 | 3 | -12 | 18 | -0.3 | -13 | 0 | -2
# Profile of CCOC(=O)C(C)n1cnc2c(nnn2Cc2ccc(C)cc2)c1=O (stereo not given) : -2 | 2 | -8 | 5 | 6 | -1 | -0.3 | 0.2 | -6 | -11 | -4
# Profile of Cn1nc(C(F)(F)F)c2cc(C(=O)O)sc21 : -1 | 0 | 6 | 0 | -4 | 4 | 0.5 | 0.2 | 3 | 4 | -3
